Pin1 inh: inhibitors of human Pin1; 390,000 compounds, 0.009% hits; AID 504891; Potency, µM (series often up to 115 µM), for the others: at the highest dose activity, negative = inhibition, usual class: inhibitors; Pin1 FP peptide displacement, HiFluor488, 10 min; active = well fitted inhibition curve with a large enough effect in the polarisation, with a control signal flat, not every such curve was filed as active; inconclusive = small, poorly fitted or top-dose-only effect, or effect the other way, or a change in a side signal; inactive = no such curve, though single readings can be large or run the other way; the % refers to the polarisation; note: % is set by controls: 0 for no effect and ±100 for the full control effect
GLS inh: inhibitors of human glutaminase (GLS); 410,000 compounds, 0.21% hits; O94925; GLS enzymatic activity, qHTS titration; AID 624170; Potency, µM (series often up to 45.5 µM), without a hit: at the top dose activity change, negative = inhibition, most hits filed as inhibitors; note: % is set by controls: 0 for no effect and ±100 for the full control effect
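Assay buffer: 45 mM KH2PO4 pH 8.2, 0.02% Tween-20. hKGA acts on L-glutamine (1 mM solution added); product glutamate is reported by an oxidase/peroxidase Amplex Red coupling, with fluorescence taken at baseline and 30 min.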
Tb PGK inh: T. brucei PGK inhibition. P07378. PGK/GAPDH coupled, Kinase-Glo luminescence, 60 min. Potency, µM (highest dose often 57.5 µM), inactives show at the top dose activity change, negative = inhibition, usual class: inhibitors. 380,000 compounds, 0.043% hits; note: % is set by controls: 0 for no effect and ±100 for the full control effect; nearly all actives have a fitted effect of over 60% in size
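Recombinant glycosomal PGK reaction used 1,3-bisphosphoglycerate generated in-well by GAPDH (100nM final) in 100mM TEA pH 7.6, 5mM MgCl2, 0.01% Tween-20. After 60 minutes at room temperature, ATP was read by Kinase-Glo Plus luminescence end-point.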
POLI inh: inhibitors of human DNA polymerase iota | Q9UNA4 | Pol iota fluorescent replication assay, 10 min | Potency, µM (top dose mostly 115 µM), without a hit: at the highest dose activity, negative = inhibition, actives largely listed as inhibitors | 390,000 compounds, 1% hits | AID 588590
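Fluorescent replication assay read twice, at 0 min and 10 min after adding 50 nM (final) substrate. Enzyme (10 nM) and compounds were first incubated 15 min at room temperature; enzyme-free buffer wells were negative controls.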
G9a block: G9a (human) methyltransferase inhibition; Q96KQ7; G9a H3K9 monomethylation, AlphaScreen, 2 h; Potency, µM (titrated, usually from 102 µM), inactives show at the highest dose activity, negative = inhibition, usual class: inhibitors; 350,000 compounds, 8.8% hits; AID 504332; note: % is set by controls: 0 for no effect and ±100 for the full control effect; nearly all actives have a fitted effect of over 75% in size
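Chemiluminescent proximity detection of H3K9 monomethylation, read after 10 min bead incubation in the dark. Reaction: 20 nM G9a, 500 nM biotin-H3K9 peptide, 20 uM SAM cofactor, 2 h, room temperature, following 15 min enzyme-compound preincubation.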
HP1b binding inh: blocks HP1-beta chromodomain binding to methylated histone tails; AlphaScreen HP1-beta / biotin-H3K9me3 peptide binding; Potency, µM (titrated, usually from 114 µM), for the others: top-dose activity change, negative = inhibition, most hits filed as inhibitors; 390,000 compounds, 0.56% hits; AID 540317; note: nearly all actives have a fitted effect of over 70% in size; inactives centre near 23
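AlphaScreen: HP1-beta (50 nM) preformed 30 min with biotin-H3(1-18)K9me3 peptide (50 nM) in PBS pH 7.4, 0.01% Tween-20. Compound added for 30 min at RT, then streptavidin donor/nickel chelate acceptor beads (10 ug/mL) for 30 min.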
BAZ2B inh: BAZ2B (human) inhibition. Q9UIF8. AlphaScreen BAZ2B-H3K14Ac peptide displacement. Potency, µM (top dose mostly 114 µM), inactives show top-dose activity change, negative = inhibition, hits mostly inhibitors. 360,000 compounds, 4.4% hits; note: % is set by controls: 0 for no effect and ±100 for the full control effect; nearly all actives have a fitted effect of over 60% in size
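BAZ2B 50 nM plus b-H3(5-23)K14Ac 50 nM, PBS pH 7.4/0.01% Tween-20, 30 min RT; compound added (max 110 uM), 30 min RT; streptavidin donor/Ni-chelate acceptor beads 10 ug/mL final, 20 min dark; AlphaScreen read.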
BLM inh: Bloom syndrome helicase (human) inhibition | P54132 | recombinant BLM DNA unwinding, fluorescence dequenching | Potency, µM (titrated, usually from 56.1 µM), for the others: at the highest dose activity change, negative = inhibition, hits mostly inhibitors | 350,000 compounds, 0.2% hits | AID 2528;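 note: plate controls were vehicle for no effect and no enzyme for full effect; nearly all actives have a fitted effect of over 35% in size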
JMJD2A Tudor inh: blocks the human JMJD2A Tudor domain; O75164; AlphaScreen JMJD2A-Tudor / H3K4me3 peptide binding; Potency, µM (highest dose often 114 µM), for the others: at the top dose activity change, negative = inhibition, usual class: inhibitors; 390,000 compounds, 4.4% hits; AID 504339; note: % is set by controls: 0 for no effect and ±100 for the full control effect; nearly all actives have a fitted effect of over 50% in size
An asterisk follows results filed as active; i = inactive; ? = inconclusive; · = no result given; [ ] = remark or other dose. Unless noted, calls come from the whole dose curve; as a rule, active = well fitted curve in the direction sought with a large enough effect; inconclusive = small, poorly fitted or top-dose-only effect, or another doubt; inactive = no such curve, though single readings can be large; an effect the other way counts as inactive or inconclusive. Potency is the fitted concentration of half-maximal effect.

SMILES	Pin1 inh	GLS inh	Tb PGK inh	POLI inh	G9a block	HP1b binding inh	BAZ2B inh	BLM inh	JMJD2A Tudor inh
Fc1ccccc1/C=N/N1CCN(Cc2ccccc2Cl)CC1	-2%	3%	-5%	22%	22%[0.501 µM]	-17%	50µM*	-7%	50µM*
O=C(CN1CCN(Cc2ccccc2)CC1)c1c[nH]c2ccccc12	9%	-8%	-8%	-7%	40µM*	55%[activator]	-5%	3%	2%[11.4 µM]
CCOC(=O)C1(Cc2ccccc2C(F)(F)F)CCN(CC(O)CO)CC1 (stereo unspecified)	-4%	-2%	-7%	35%[activator]	9%	23%	-2%	1%	-3%
CCN1CCN(C(=S)Nc2ccc(Cl)cc2Cl)CC1	-5%	24%	-17%	-11%	-10%[59 µM]	29%	2%	-4%	4%
CCOC(=O)/C=C1\SCC(=O)N1CC(=O)NCc1ccc(OC)c(OC)c1	8%	6%	1%	93%[activator]	4%	49%[activator]	-1%	-4%	2%
O=C(CN1CCCC1)Nc1cccc(Cl)c1	-14%	25%	2%	9%	0%[2.33 µM]	26%	4%	-6%	-3%
CCN(CC)S(=O)(=O)c1ccc2[nH]c(=O)cc(C(=O)N(C)C3CCS(=O)(=O)C3)c2c1 (stereo unspecified)	7%	2%	-8%	33%	-12%[59 µM]	28%	-3%	·	-5%
Cc1cc2c(=O)n(NC(N)=O)c(C)nc2s1	-1%	5%	-7%	10%	-2%[59 µM]	39%	21%	0%	-24%
Cc1nn(CC(=O)NC2C(=O)N3C(C(=O)O)=C(CSc4nnnn4C)CSC23)cc1Br (stereo unspecified)	-13%	-11%	-23%	-26%	40µM*	49%[activator]	?	4%	0%
COC(=O)c1cc2c(cc1NC(=O)c1cnn(-c3ccccc3)c1-n1cccc1)OCO2	-1%	-14%	-4%	12%	7%[59 µM]	26%	2%	-4%	-11%
CCOc1ccc(Cl)cc1S(=O)(=O)n1cnc2cc(C)c(C)cc21	9%	1%	i	25%	22%	12%	?	-4%	-15%
Cn1ncc(Cl)c(Oc2ccc(Cl)cc2)c1=O	-1%	-3%	2%	4%	26%[59 µM]	20%	0%	0%	4%
O=C(NCCSc1ccccc1)c1ccc(CN2CCOCC2)cc1	1%	-9%	-6%	20%	-121%	27%	-27%	-2%	-1%
COc1cc(/C=C/C(=O)O)cc(S(=O)(=O)NCc2ccc3c(c2)OCO3)c1OC	3%	0%	-2%	?	-22%	-20%	-31%	6%	?
O=C(c1ccccc1)N1CCN(C(=O)N2CCCCC2)CC1	-6%	8%	1%	8%	21%	23%	7%	1%	-6%
Cc1cccc(N2CCN(CC(O)COc3ccccc3)CC2)c1 (stereo unspecified)	2%	3%	-9%	63%[activator]	·	10%	·	·	-30%
Brc1ccc(N=NNc2ccccc2)cc1	-1%	-5%	-2%	0%	·	34%	40µM*	-8%	-26%
O=C(CSc1ccc(-c2ccccc2)nn1)c1ccccc1	13%	5%	i	4%	?	39%	4%	0%	-19%
COc1ccc(CCCc2nnc(SCC(=O)Nc3ccc(C)cc3C)o2)cc1	1%	7%	-5%	-16%	-12%[59 µM]	53%[activator]	-19%	-5%	13%
Cc1ccc(C(N)=Nc2ccccc2)cc1	-8%	-4%	i	14%	22%	18%	6%	-1%	-14%
COc1cc(/C=C/C(=O)Nc2cccc(S(=O)(=O)NC3=NCCCCC3)c2)ccc1OCC#N	59%[activator]	2%	-8%	11%	24%[2.33 µM]	26%	5%	·	-9%
O=C(CN1CCN(C(=O)C2CCC2)CC1)Nc1ccc(F)cc1	-6%	3%	-5%	-20%	17%[2.33 µM]	49%[activator]	5%	·	2%
COc1cccc(NC(=O)CN2CCCN(S(=O)(=O)c3ccc(Br)cc3)CC2)c1	18%	11%	-1%	-18%	-6%[59 µM]	13%	-20%	-6%	-15%
O=C(C1CC1)N1CCN(c2nc3ccccc3s2)CC1	2%	2%	-6%	-14%	8%[59 µM]	30%	14%	-4%	-5%
CCCC(C(=O)Nc1ccc(C)c(S(=O)(=O)N2CCOCC2)c1)c1ccccc1 (stereo unspecified)	6%	0%	5%	2%	-3%	16%	?	·	-8%

Part of the list above in order of SMILES length, high to low:
SMILES	Pin1 inh	GLS inh	Tb PGK inh	POLI inh	G9a block	HP1b binding inh	BAZ2B inh	BLM inh	JMJD2A Tudor inh
CCN(CC)S(=O)(=O)c1ccc2[nH]c(=O)cc(C(=O)N(C)C3CCS(=O)(=O)C3)c2c1 (stereo unspecified)	7%	2%	-8%	33%	-12%[59 µM]	28%	-3%	·	-5%
O=C(NCCSc1ccccc1)c1ccc(CN2CCOCC2)cc1	1%	-9%	-6%	20%	-121%	27%	-27%	-2%	-1%
O=C(CN1CCCC1)Nc1cccc(Cl)c1	-14%	25%	2%	9%	0%[2.33 µM]	26%	4%	-6%	-3%

Further entries:
SMILES	Pin1 inh	GLS inh	Tb PGK inh	POLI inh	G9a block	HP1b binding inh	BAZ2B inh	BLM inh	JMJD2A Tudor inh
CCOc1ccc(S(=O)(=O)NCCCn2ccnc2)cc1	5%	7%	4%	-10%	22%	28%	?	2%	-15%
COC(=O)c1ccc(Cn2cnc3c(cnn3-c3ccc(C)c(C)c3)c2=O)o1	1%	0%	·	4%	9%[59 µM]	10%	-1%	-5%	-22%
COc1ccc(NC(=O)CN(c2ccc(F)cc2)S(=O)(=O)c2ccccc2)c(OC)c1	-1%	-1%	-2%	15%	16%	33%	?	-9%	-32%
COc1ccc(N/C=C\C(=O)c2ccc3c(c2)OCO3)cc1OC	13%	9%	4%	18%	19%[59 µM]	32%	-8%	-1%	-5%
COc1ccc(-n2nc3c(c2NC(=O)C24CC5CC(CC(C5)C2)C4)CS(=O)C3)cc1 (stereo unspecified)	-5%	8%	-9%	-18%	79µM*	36%	-5%	-3%	-12%
CCCc1nnc(SCC(=O)Nc2nnc(CC)s2)n1CC1CCCO1 (stereo unspecified)	3%	2%	-3%	45%[activator]	12%	23%[57 µM]	-1%	0%	0%
Cc1cc(C(c2cc(C)c(N)c(C)c2)c2ccco2)cc(C)c1N	-7%	-1%	i	52%[activator]	·	79µM*	·	·	79µM*
CCC(=O)Nc1c2c(nn1-c1ccccc1)CSC2	1%	7%	3%	29%	8%	40%[activator]	-12%[57.1 µM]	0%	-1%
COc1cccc(CNC(=O)C2CCN(S(=O)(=O)c3ccc(F)cc3)CC2)c1	3%	-9%	-6%	15%	0%[59 µM]	28%	-3%	-1%	-5%
Cc1cccc(NC(=O)NCCn2c(=O)oc3ccc(C)cc32)c1	-7%	-4%	i	-15%	5%[59 µM]	40%[activator]	2%	2%	-16%
Cc1cc(CNC(=O)C(C)n2nc(C)c([N+](=O)[O-])c2C)c2ccccc2n1 (stereo unspecified)	2%	1%	-1%	116%[activator]	-7%[12.7 µM]	21%	-17%	3%	-12%
Cc1c(NC(=O)C(C)OC(=O)c2cccs2)c(=O)n(-c2ccccc2)n1C (stereo unspecified)	7%	2%	0%	21%	-6%[59 µM]	33%	5%	1%	-1%
FC(F)(F)c1cccc(CNc2ncccc2-c2nc3cc(Cl)ccc3o2)c1	0%	-17%	-8%	5%	156%[activator]	269%	63%[activator]	-2%	146%[activator]
Cn1c(=O)cc(NCCc2ccccc2)[nH]c1=O	-4%	12%	0%	-8%	-5%[59 µM]	25%	3%	0%	-9%
COC(CNC(=O)c1ccc(N2CCc3ccccc32)c([N+](=O)[O-])c1)OC	4%	4%	2%	25%	45µM*	?	40µM*	-5%	?
Cc1ccc2cccc(NC(=S)NC(=O)c3ccnn3C)c2n1	19%	18%	-3%	26%	-10%[59 µM]	2%	-15%	-24%	?
Cc1cccc(OCCCCc2c(C)n[nH]c2C)c1C	2%	-6%	-9%	-5%	?	29%	-31%	-12%	-17%
COCCN(C(=O)Nc1ccccc1)C(C)c1cccnc1 (stereo unspecified)	-5%	4%	-4%	-1%	21%	37%	9%	3%	-1%
N#CC(C#N)=C/C(C#N)=C(/N)N1CCN(c2ccc(Cl)cc2)CC1	31%[activator]	4%	1%	12%	16%	13%	0%[57.1 µM]	-6%	-18%
O=C(c1ccco1)N1CCN(C(=S)Nc2ccccc2Cl)CC1	-13%	-8%	5%	15%	·	27%	-1%	-2%	-13%
Cc1ccc(S(=O)(=O)Nc2ccc(Cl)cn2)cc1	-2%	3%	6%	103%[activator]	4%	16%	-4%	-8%	-15%
CCCc1ccc(C(C)NC(=S)NCc2ccc(F)cc2)cc1 (stereo unspecified)	-2%	8%	-5%	?	68%[activator]	29%	-35%	-25%	-11%
CCOc1ccc(/C=C/C(=O)Nc2ccc3nc(N(CC)CC)cc(C)c3c2)cc1OC	29%	-2%	i	5%	?	3%	-23%	33%[activator]	-31%
O=S(=O)(Cc1ccccc1)NCC1CCCN(Cc2ccc3nonc3c2)C1 (stereo unspecified)	-5%	-13%	-6%	-11%	·	49%[activator]	-8%	2%	-9%
COc1ccc(S(=O)(=O)NCC2CC3C=CC2C3)cc1OC (stereo unspecified)	2%	1%	-1%	19%	2%[12.7 µM]	36%	0%	-4%	-3%
CCC1Oc2ccc(C)cc2N(CC(=O)N(Cc2ccc3c(c2)OCO3)CC2CCCO2)C1=O (stereo unspecified)	-5%	-13%	-3%	-9%[58.9 µM]	5%[12.7 µM]	2%	-31%	-4%	-27%
Cc1nn(-c2ccc([N+](=O)[O-])cc2)c2c1C(c1cccc(Br)c1)N1C(=N2)C(=O)Nc2ccccc21 (stereo unspecified)	24%	-2%	-11%	-11%	21%[59 µM]	29%	2%	-1%	-14%
CC1CCN(C(=O)Cn2c(=O)n(CCc3ccccc3)c(=O)c3ccccc32)CC1	1%	1%	2%	21%	12%[59 µM]	32%	9%	-1%	-6%

Fetched one by one from the entries so far (three):
SMILES	Pin1 inh	GLS inh	Tb PGK inh	POLI inh	G9a block	HP1b binding inh	BAZ2B inh	BLM inh	JMJD2A Tudor inh
Cc1cc(CNC(=O)C(C)n2nc(C)c([N+](=O)[O-])c2C)c2ccccc2n1 (stereo unspecified)	2%	1%	-1%	116%[activator]	-7%[12.7 µM]	21%	-17%	3%	-12%
Brc1ccc(N=NNc2ccccc2)cc1	-1%	-5%	-2%	0%	·	34%	40µM*	-8%	-26%
CCCc1nnc(SCC(=O)Nc2nnc(CC)s2)n1CC1CCCO1 (stereo unspecified)	3%	2%	-3%	45%[activator]	12%	23%[57 µM]	-1%	0%	0%

This is a subset, so the mix of outcomes need not match the whole.
